# Bioassay records: PubChem, National Center for Advancing Translational Sciences (NCATS)
# Giardia killer – Small Molecules that selectively kill Giardia lamblia: qHTS. Giardia lamblia trophozoite viability. activity change, % at 7.66 µM, hits read low. actives 0.15% (n = 340,000). AID 540267, 2011; in the data active = activity change below about -80%; inconclusive = between about -30% and that limit;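 note: parasites exposed to compound for two days anaerobically before the ATP read; % is set by controls: 0 for no effect and ±100 for the full control effect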
#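 Anaerobic 48 hrs incubation at 37 deg C of 100 trophozoites/well with test compounds; ATPLite 1-Step luminescence, 15-30 min RT, reports cellular ATP as viability.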
# KCNH2 3.1 inh – qHTS for Inhibitors of KCHN2 3.1: Mutant qHTS | Potassium voltage-gated channel subfamily H member 2, brain isoform KCNH2 3.1 (human) | U2OS KCNH2 3.1, thallium flux FluxOr; active compounds read low | activity change, % (tested at about 1.8 µM) | actives 0.95% (n = 340,000);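 active = maximum activity change below -70%; inconclusive = maximum activity change from -70% to -50%; inactive = maximum activity change above -50%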;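 note: thallium influx rate constant from kinetic fluorescence after stimulation buffer; % is set by controls: 0 for no effect and ±100 for the full control effect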
#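 Thallium flux via FluxOr fluorescence (Red40 quencher, 45 min loading) in U2OS cells virally expressing the KCNH2 3.1 isoform (1.77 x 10^8 /mL virus, overnight at 37 C). Rate constants from 2-min kinetic reads post-stimulation, normalised to positive and negative controls.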
# FBPA coupling cs – qHTS Assay for Inhibitors of Fructose-1,6-bisphosphate Aldolase from Giardia Lamblia: Coupling assay counterscreen; coupling enzyme system counterscreen, AmpLite Red fluorescence; activity change, negative = inhibition, % at 58.2 µM, hits read low; actives 0.67% (n = 290,000); AID 2472, 2010; in the data active = activity change below about -30%; note: % is set by controls: 0 for no effect and ±100 for the full control effect
#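 Activity here indicates interference with the coupling reaction, not aldolase inhibition. Compounds at 57.5 uM final met coupling enzymes for 10 min at RT; substrate and AmpLite Red detection followed, with a 525/598 nm fluorescence read after 20 min.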
# RORgamma inh – qHTS for inhibitors of ROR gamma transcriptional activity; Nuclear receptor ROR-gamma (Mus musculus), P51450; Drosophila S2 Gal4-RORgamma UAS-luciferase reporter, 20 h; Potency, µM (doses to about 53.6 µM), inactives show at the top dose activity change, negative = inhibition, actives largely listed as inhibitors; actives 5.4% (n = 310,000); AID 2551, 2010; note: potency is the fitted concentration of half-maximal effect; % is set by controls: 0 for no effect and ±100 for the full control effect; nearly all actives have a fitted effect of over 60% in size
#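 Stably transfected Drosophila Schneider cells are the test system, with ROR gamma fused to Gal4 and luciferase under UAS control; luminescence is read after 20 hr of 700 uM copper sulfate induction at ambient temperature.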
# FLuc counter – qHTS profiling assay for firefly luciferase inhibitor/activator using purifed enzyme and Km concentrations of substrates (counterscreen for miR-21 project); Luciferin 4-monooxygenase (Photinus pyralis), P08659; purified FLuc, Km substrates, luminescence inhibition; Potency, µM (titrated, usually from 57.5 µM), for inactives: at the highest dose activity change, negative = inhibition, actives largely listed as inhibitors; actives 6.9% (n = 360,000); AID 588342, 2011;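 note: potency is the fitted concentration of half-maximal effect; plate controls were vehicle for no effect and reference inhibitor for full effect; nearly all actives have a fitted effect of over 55% in size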
# Target sequence (P08659 whole entry, looked up): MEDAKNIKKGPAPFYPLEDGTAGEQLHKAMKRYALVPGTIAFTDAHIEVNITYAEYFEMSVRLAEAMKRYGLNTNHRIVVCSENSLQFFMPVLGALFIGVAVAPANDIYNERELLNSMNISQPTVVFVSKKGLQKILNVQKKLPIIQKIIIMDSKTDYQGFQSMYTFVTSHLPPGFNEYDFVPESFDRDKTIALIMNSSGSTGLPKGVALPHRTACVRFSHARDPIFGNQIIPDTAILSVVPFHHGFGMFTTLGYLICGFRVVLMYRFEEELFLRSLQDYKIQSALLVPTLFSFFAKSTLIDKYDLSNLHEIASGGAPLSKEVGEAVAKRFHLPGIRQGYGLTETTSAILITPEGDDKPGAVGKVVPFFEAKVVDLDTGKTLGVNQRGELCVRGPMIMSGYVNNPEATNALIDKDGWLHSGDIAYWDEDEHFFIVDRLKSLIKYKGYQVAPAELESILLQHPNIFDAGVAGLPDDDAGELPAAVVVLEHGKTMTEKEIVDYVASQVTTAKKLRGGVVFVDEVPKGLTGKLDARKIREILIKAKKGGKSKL
#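 Biochemical qHTS of compounds, final roughly 60 µM downward over six points, against 10 nM purified firefly luciferase using Km concentrations of substrates (10 uM D-luciferin, 10 uM ATP) in Tris acetate pH 7.5 buffer; luminescence output.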
# uPA generation – qHTS for Inhibitors of Cell Surface uPA Generation | Potency, µM (series often up to 38.3 µM), without a hit: at the top dose activity change, negative = inhibition, usual class: inhibitors | cell surface uPA generation assay, qHTS | AID 540303, 2011 | actives 0.31% (n = 330,000); active = well fitted inhibition curve with a large enough effect; inconclusive = small, poorly fitted or top-dose-only effect; inactive = no such curve, though single readings can be large or run the other way; tested in mouse RAW 264.7 cells; note: potency is the fitted concentration of half-maximal effect; % is set by controls: 0 for no effect and ±100 for the full control effect; nearly all actives have a fitted effect of over 55% in size
# Tb PFK inh – qHTS Assay to Find Inhibitors of T. brucei phosphofructokinase. T. brucei PFK, ADP-Glo luminescence. Potency, µM (highest dose often 57.5 µM), for the others: top-dose activity, negative = inhibition, most hits filed as inhibitors. actives 0.17% (n = 330,000). AID 485367, 2010;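 note: potency is the fitted concentration of half-maximal effect; 0% = uninhibited 1x PFK enzyme wells and -100% = no-enzyme wells; nearly all actives have a fitted effect of over 60% in size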
# Target sequence (O15648 whole entry, looked up): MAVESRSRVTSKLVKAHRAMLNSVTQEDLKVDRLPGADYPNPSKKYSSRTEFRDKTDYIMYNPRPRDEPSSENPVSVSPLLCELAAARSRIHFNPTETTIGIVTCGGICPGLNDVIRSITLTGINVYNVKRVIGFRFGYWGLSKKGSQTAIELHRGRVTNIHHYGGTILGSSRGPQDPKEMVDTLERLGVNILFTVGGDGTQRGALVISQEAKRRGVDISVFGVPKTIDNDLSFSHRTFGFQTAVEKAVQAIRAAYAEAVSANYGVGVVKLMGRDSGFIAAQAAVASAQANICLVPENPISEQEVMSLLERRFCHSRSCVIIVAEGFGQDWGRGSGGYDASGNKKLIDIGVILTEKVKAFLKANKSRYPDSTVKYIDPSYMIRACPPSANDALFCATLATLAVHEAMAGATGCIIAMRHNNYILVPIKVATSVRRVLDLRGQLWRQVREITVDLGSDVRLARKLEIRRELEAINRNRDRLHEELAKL
#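 PFK 1.25 nM, F6P 0.5 mM, ATP 0.1 mM, 0.1 M TEA pH 8.0, 5 mM MgCl2, 0.01% Tween20, 0.1% BSA; 45 min RT. ADP-Glo readout. qHTS titration up to 57 uM; curves fitted, compounds curve-classed.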
# VP16 counter – VP16 counterscreen qHTS for inhibitors of ROR gamma transcriptional activity; Drosophila S2 Gal4-VP16 UAS-luciferase, luminescence, 20 h; Potency, µM (doses to about 53.6 µM), inactives show at the highest dose activity, negative = inhibition, actives largely listed as inhibitors; actives 3.5% (n = 310,000); AID 2546, 2010;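 note: Gal4-VP16 expression switched on by copper sulfate through the metallothionein promoter; potency is the fitted concentration of half-maximal effect; % is set by controls: 0 for no effect and ±100 for the full control effect; nearly all actives have a fitted effect of over 50% in size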
# NPC1 prom act – qHTS Assay for NPC1 Promoter Activators; Huh7 NPC1 promoter luciferase reporter, 24 h; Potency, µM (series often up to 9.22 µM), for inactives: top-dose activation, actives largely listed as activators; actives 2.4% (n = 320,000);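 note: potency is the fitted concentration of half-maximal effect; % of control where 0% means no effect; nearly all actives have a fitted effect of over 60% in size; reporter is driven by a mutant NPC1 promoter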
#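 Luciferase expression driven by the NPC1 promoter was measured in stably transfected Huh7 cells after a 24 h compound incubation, using a luciferase reagent and a luminescence read.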
# ELG1 genotox – qHTS screen for small molecules that induce genotoxicity in human embryonic kidney (HEK293T) cells expressing luciferase-tagged ELG1; Potency, µM (top dose mostly 46 µM), for the others: at the highest dose activity change, positive = activation, hits mostly activators; HEK293T ELG1-luciferase reporter, luminescence, 16 h; actives 1.3% (n = 330,000); note: potency is the fitted concentration of half-maximal effect; % of control where 0% means no effect; nearly all actives have a fitted effect of over 60% in size
#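 Screening used a luciferase reporter fused to human ELG1 in HEK293T cells. Luminescence was read on a CCD plate imager after 16 hr exposure and 30 min ONE-Glo incubation.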
# Rab9 promoter act – qHTS Assay for Rab9 Promoter Activators | Huh7 Rab9 promoter-luciferase reporter, luminescence, 24 h | Potency, µM (titrated, usually from 9.22 µM), inactives show at the top dose activation, negative = inhibition, hits mostly activators | actives 2.8% (n = 320,000) | AID 485297, 2010; note: potency is the fitted concentration of half-maximal effect; % of control where 0% means no effect; nearly all actives have a fitted effect of over 60% in size
#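 Steps: seed 1500 Huh7 Rab9-luc cells per well, rest 2 h at 37 °C; add compound in DMSO; incubate 24 h; add luciferase reagent, 10 min ambient; read luminescence.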
# The depositor's hits bear a star; ? = inconclusive; · = not tested or not shown; & = joins results of further samples; [ ] = another dose, or the depositor's remark. Unless noted, calls come from the whole dose curve; as a rule, active = well fitted curve in the direction sought with a large enough effect; inconclusive = small, poorly fitted or top-dose-only effect, or another doubt; inactive = no such curve, though single readings can be large; an effect the other way counts as inactive or inconclusive.
SMILES | Giardia killer | KCNH2 3.1 inh | FBPA coupling cs | RORgamma inh | FLuc counter | uPA generation | Tb PFK inh | VP16 counter | NPC1 prom act | ELG1 genotox | Rab9 promoter act
O=C1N=c2ccccc2=C1c1sc(NS(=O)(=O)c2ccccc2)nc1O | ? | 6 | 1 | 11% | ? | -2% | 0% | -3% | 2% | -1% | 2%
Cc1ccsc1C(=O)OCc1csc(-c2ccccc2)n1 | -2 | -33 | -1 | ? | 0.6µM* | -6% | -5% | ? | ? | 7.3µM* | 4µM*
Cc1ccc(-c2cc(C(F)F)n3ncc(C(=O)N4CCCc5ccccc54)c3n2)cc1 | -12 | 15 | 0 | -6% | 2% | 3% | 0% | -4% | -4% | 5% | -2%
CCc1noc(C)c1C(=O)N1CCC(CCC(=O)Nc2cccc(C)c2)CC1 | 5 | 6 | · | 4% | 0% | -18% | -4% | -2% | -1% | -2% | -1%
CCCCOc1ccccc1C(=O)NCCCC(=O)O | -10 | 2 | 4 | 20% | 1% | 1% | 0% | 4% | -2% | 3% | 1%
Cc1ccc(S(=O)(=O)c2c[nH]c3cc4c(cc3c2=O)OCO4)cc1 | · | · | 0 | 0% | -3% | · | -1% | -1% | -2% | 1% | 2%
O=C1NNC(=O)C1c1ccccc1 | 10 | 4 | -3 | -14% | -2% | 0% | 0% | 5% | -1% | -3% | -11%
CCOc1ccccc1NS(=O)(=O)c1ccc(-c2cnc(C3CC3)o2)cc1 | 1 | -1 | · | ? | 3%&-16% | -76% | -7% | -10% | -12% | ? | -24%
CCN1C(=O)/C(=C\N2CCCCCC2)SC1=S | 3 | 1 | 1 | -38% | ? | -7% | -4% | 7% | 25% | ? | ?
COc1ccc(C)cc1S(=O)(=O)N1CCCCC1 | -13 | 17 | -2 | 44% | 1% | -5% | 2% | -10% | -1% | 0% | 1%
Cc1onc(-c2ccccc2)c1C(=O)NNC(=S)NC(=O)c1ccc2c(c1)OCO2 | -8 | -2 | 11 | 2.5µM* | 0% | -1% | 0% | -15% | 0% | -2% | -3%
CN(C)S(=O)(=O)Oc1ccccc1C(=O)Nc1ccccc1Cl | 5 | · | 1 | 10% | 0% | -3% | -1% | -24% | 0% | -7% | -10%
c1ccc2c(c1)[nH]c1ccncc12 | -3 | -7 | · | · | -3% | -3% | -9% | · | -2% | -5% | -3%
CCOc1nnnc2c1sc1nc(N3CCOCC3)c3c(c12)CCCC3 | -7 | -1 | 1 | -17% | -1% | 14% | 0% | 2% | -3% | -13% | -10%
O=C(COC(=O)CNS(=O)(=O)c1ccc(F)c(F)c1F)NC1CC1 | -2 | 5 | · | · | 0% | 2% | -6% | · | -4% | 2% | -3%
CCC(=O)NCCCCNC(=O)CC | -9 | 5 | 2 | 19% | 2% | 0% | -11% | -2% | 1% | 0% | -4%
N#Cc1ccccc1-c1ccccc1C(=O)N1CCCCC1 | 3 | -8 | 0 | 1% | -1% | 15% | 1% | 5% | -6% | 0% | -2%
CCn1c(O)c(/C=C2\C=Nc3ccccc32)sc1=O | 10 | 16 | -4 | 36% | 2.7µM* | -2% | -2% | ? | ? | 6.5µM* | 1.4µM*
O=C(Nc1ccc(N2CCN(C(=O)c3ccco3)CC2)cc1)c1ccco1 | -17 | 15 | 0 | 26% | -4% | 2% | 1% | -1% | 4% | 5% | 10%
COc1cccc(NC(=O)COC(=O)c2cc(=O)c3ccccc3o2)c1 | -9 | 1 | · | · | -2% | 1% | -4% | · | -1% | 0% | -3%
COc1ccc(Cn2c(-c3ccco3)nc3oc4cc(OC)ccc4c(=O)c3c2=O)cc1 | 22 | -4 | 2 | 39% | ? | 0% | 4% | 5% | 3.2µM* | ? | 4µM*
O=c1[nH]ncc2c3ccccc3n(Cc3ccccc3)c12 | -8 | 11 | -1 | 3% | 3% | -1% | -2% | -8% | 1% | -3% | -1%
O=C(Nc1ccc(-c2nc3ccccc3[nH]2)cc1)c1c(F)c(F)c(F)c(F)c1F | 9 | -12 | 3 | -12% | -1% | -7% | 4% | -5% | -5% | 2% | -5%
CCCn1nc(C(=O)N2CCCc3ccccc32)c2ccccc2c1=O | -11 | -3 | 0 | 2% | -9% | -6% | 7% | 13% | 1% | -9% | 1%
CCOc1ncccc1-c1nc(-c2cccs2)no1 | -19 | 0 | 2 | 38% | ? | -9% | 0% | -16% | -1% | 13% | 3%
C=CC[C@@H](CC(=O)NCCO)C(=O)N[C@@H](C)COC(=O)[C@H](CC=C)CC(=O)OC(C)(C)C | 6 | 3 | · | · | · | 6% | -1% | · | · | 0% | ·
COc1ccc(NC(=O)c2oc3ccccc3c2NC(=O)C(C)(C)C)cc1 | 9 | 7 | -5 | -24% | -18% | · | -10% | 28% | -2% | 1% | 7%
CCOC(=O)c1c[nH]c2c3c(ccc2c1=O)CCCC3 | 7 | -15 | -13 | -4% | ? | · | 2% | 4% | 13% | 24% | 18%
COc1ccc(CCN2CC(C(=O)NCc3ccc(F)cc3)CC2=O)cc1OC (centres undefined) | 1 | 8 | -1 | ? | -10% | -1% | 1% | 1% | 1% | -1% | -4%
O=C(NC(=S)Nc1ccc2c(c1)C(=O)c1ccccc1C2=O)c1ccc(F)cc1 | · | · | -6 | ? | 17µM* | · | 1% | ? | ? | ? | ?
Cc1cc(OC(C)C(=O)NCc2cccnc2)c2c(C)c(Cc3ccccc3)c(=O)oc2c1 (centres undefined) | 1 | -35 | 1 | ? | 4% | 11% | 2% | -9% | -2% | 1% | -5%
O=C1CC(C(=O)N2CCOCC2)C2(CCCC2)O1 (centres undefined) | -18 | 4 | 4 | -31% | 8% | 1% | -1% | -3%[0.365 µM] | 2% | -3% | -4%
CCc1ccc(NC(=O)Nc2cccs2)cc1 | -25 | 3 | 1 | -16% | 0.85µM* | -6% | -2% | -12% | 1.1µM* | ? | 0.79µM*
CN(C(=O)CSc1nnc(-c2ccncc2)n1-c1ccccc1)C1CCS(=O)(=O)C1 (centres undefined) | 2 | 23 | 2 | 0% | 1% | -1% | -6% | -3% | 0% | 2% | 0%
O=C(Nc1cccc(F)c1)c1ccc2ncsc2c1 | 3 | 7 | -1 | 1% | 13µM* | -4% | -3% | -10% | 2.2µM* | 16% | 3.5µM*
O=C(Nc1cccc(-c2cnc3ccccc3n2)c1)c1ccncc1 | -10 | 7 | -2 | -16% | ? | 10% | -10% | -26% | 1% | 2% | 0%
N=C1c2ccccc2CN1NC(=O)c1cccc(S(=O)(=O)N2CCCC2)c1 | -2 | -4 | 0 | ? | 8% | 10% | -1% | -1% | 0% | 2% | -3%
CCOC(=O)C1CCCN(C(=O)COc2ccc(N(C)S(=O)(=O)c3ccc(F)cc3)cc2)C1 (centres undefined) | 19 | -1 | 2 | 0% | -3% | -11% | -5% | -9% | -1% | -8% | 5%
COc1ccc(/C=C2\N=C(C(C)(C)C)OC2=O)c(OC)c1 | 12 | -7 | 4 | -34% | ? | -15% | 2% | -5% | -1% | -1%[9.26 µM] | 2%
Cc1ccc(C(=O)N/N=C\c2ccc(OC(=O)c3cccc(F)c3)cc2)cn1 | 2 | 14 | 2 | -24% | 3% | 5% | 2% | -9% | -4% | 5% | 2%
O=C(O)c1ccccc1N=Cc1c(O)n(-c2nccs2)c(=O)c2ccccc12 | 18 | 6 | 1 | 13% | -3% | 4% | ? | -10% | -2% | -8% | 2%
CSc1ccc(S(=O)(=O)NCc2ccccc2)cc1 | -13 | 1 | 3 | 8% | -1% | · | 5% | 9% | -6% | 1% | 0%
Cc1ccc(C(=O)N(C)CC(=O)Nc2cccc(C)c2C)o1 | 6 | 5 | 2 | -3% | 0% | -3% | -5% | -6% | -2% | 0% | -1%

# RORgamma inh: entries above that show a hit
canonical_smiles	RORgamma inh	uPA generation	Tb PFK inh	NPC1 prom act
Cc1onc(-c2ccccc2)c1C(=O)NNC(=S)NC(=O)c1ccc2c(c1)OCO2	2.5µM*	-1%	0%	0%

# Arranged by the number under NPC1 prom act (lowest first): 3 from the list above.
SMILES,NPC1 prom act
Cc1ccc(C(=O)N/N=C\c2ccc(OC(=O)c3cccc(F)c3)cc2)cn1,-4%
CCOC(=O)C1CCCN(C(=O)COc2ccc(N(C)S(=O)(=O)c3ccc(F)cc3)cc2)C1 (centres undefined),-1%
O=C1CC(C(=O)N2CCOCC2)C2(CCCC2)O1 (centres undefined),2%
